Compound activity from PubChem.
CHT PAM: allosteric activators of human choline transporter CHT | AID 488977 | CHT-expressing cells, membrane potential dye, choline EC20; active compounds read high; LV-AA mutant CHT in HEK293 cells | B-score at 10 µM | 0.49% of 310,000 active;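 active means initial fluorescence not abnormally high and integrated response B-score, plate-corrected, over 3 SD above library mean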
Target sequence (Q9GZV3 whole entry, looked up): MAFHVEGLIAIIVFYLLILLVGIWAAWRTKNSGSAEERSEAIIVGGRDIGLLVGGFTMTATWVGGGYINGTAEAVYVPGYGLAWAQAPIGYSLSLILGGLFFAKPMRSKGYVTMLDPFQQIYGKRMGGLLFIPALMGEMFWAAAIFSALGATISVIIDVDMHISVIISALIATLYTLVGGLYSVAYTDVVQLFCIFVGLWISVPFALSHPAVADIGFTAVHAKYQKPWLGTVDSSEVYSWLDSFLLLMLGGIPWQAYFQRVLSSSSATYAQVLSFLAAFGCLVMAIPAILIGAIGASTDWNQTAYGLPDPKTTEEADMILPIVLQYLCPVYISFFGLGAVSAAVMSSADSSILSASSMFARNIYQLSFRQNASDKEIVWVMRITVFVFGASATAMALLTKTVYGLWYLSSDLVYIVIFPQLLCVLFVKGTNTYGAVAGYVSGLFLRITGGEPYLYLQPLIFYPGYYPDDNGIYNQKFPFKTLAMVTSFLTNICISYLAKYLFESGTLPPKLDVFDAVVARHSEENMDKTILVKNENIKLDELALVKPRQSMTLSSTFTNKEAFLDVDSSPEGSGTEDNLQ
CHT inh: human CHT choline transport inhibition; B-score at 10 µM; 0.86% of 310,000 active; CHT-expressing cells, membrane potential dye, choline response; active compounds read low;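 active means B-score over 3 SD under the library average, and starting fluorescence ratio not unusually high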;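 further: choline stimulus applied at its EC90 after an EC20 pre-addition; B-score computed on integrated fluorescence ratio after choline addition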
Active calls of the source: *; i = inactive.

SMILES	CHT PAM	CHT inh
COc1ccc(CNC(=O)C(C)OC(=O)CO/N=C(\C)c2ccc3c(c2)OCO3)cc1 (centres undefined)	i	i
Nc1nnc(SCC(=O)OCC(=O)c2ccccc2Br)s1	i	i
O=C(COC(=O)c1cccc([N+](=O)[O-])c1)c1ccc2c(c1)OCO2	i	i
CCN(CC)C(=O)c1cc(Cl)ccn1	i	i
Cc1ccc(C(=O)C(C)OC(=O)c2ccccc2[N+](=O)[O-])cc1 (centres undefined)	i	i
Cc1ccc(S(=O)(=O)CCC(=O)OCC(=O)c2ccc(F)cc2)cc1	i	i
CN(CCC1CCCCO1)C(=O)CCc1nnc(C2CCCCC2)o1 (centres undefined)	i	i
CC(=O)OCC(=O)c1ccc2ccn(C(C)=O)c2c1	i	i
Cc1ccc(N2C(=O)N(CC(=O)NCc3ccc(Cl)cc3)C(=O)C2C)cc1 (centres undefined)	i	i
Cc1nc(COc2cccc(Cl)c2)sc1C(=O)/C=C/N(C)C	i	i
Cc1n[nH]c(=O)nc1NCC1CCCO1 (centres undefined)	i	i
COc1ccc(C2c3ccc(O)cc3Oc3ncn4nc(-c5cccnc5)nc4c32)cc1OC (centres undefined)	i	i
COCCn1c(SCc2nc3cc(OC)c(OC)cc3c(=O)[nH]2)nnc1-c1ccncc1	i	i
O=C(CSc1nccn1-c1ccccc1)NO	i	i
O=C(COc1ccc(S(=O)(=O)NCc2ccccc2)cc1Cl)NCc1ccccn1	i	i
Cc1cnc(Nc2nc3ccccc3o2)nc1C(=O)Nc1cccc(C(F)(F)F)c1	i	i
O=C(COc1ccccc1)NCC(=O)N/N=C/c1ccc(O)cc1O	i	i
CC(=O)Nc1nnc(S(=O)(=O)N2CCN(c3ccc(Cl)cc3[N+](=O)[O-])CC2)s1	i	i
Cc1nn(C)c(C)c1S(=O)(=O)N1CCCC(C(=O)NCCc2ccc(Cl)cc2)C1 (centres undefined)	i	i
CC(C)(C)c1ccc(NC(=O)CC2(C(F)(F)F)OCCO2)cc1	i	i
CC(C(=O)Nc1ccccc1-c1ccccc1)N(C)Cc1nc2ccccc2c(=O)[nH]1 (centres undefined)	i	i
CCS(=O)(=O)Nc1ccc(-c2nnc(SCC(=O)c3cccc(OC)c3)o2)cc1	i	i
COC(=O)Cn1cnc2c1c(=O)n(C)c(=O)n2C	i	i
Cc1cc(C[n+]2ccccc2)c2nsnc2c1	10.2*	i
O=C(NC1CCC(O)CC1)c1ccc(S(=O)(=O)NCc2ccco2)cc1 (centres undefined)	i	i
COc1ccc(S(=O)(=O)N(CC(=O)NCc2ccccn2)Cc2ccccc2)cc1	i	i
C#CCOCCOCCOCCNc1nc(N2CCN(C(=O)Cn3cc(CCCN=C(N)N)nn3)CC2)nc(N2CCN(C(=O)[C@H]([C@@H](C)O)n3cc(CCCCN)nn3)CC2)n1	i	i
CCN(C(=O)COC(=O)c1c(-c2ccccc2)noc1C)C1CCS(=O)(=O)C1 (centres undefined)	i	i
CCC(C)(C)NC(=O)CSc1nc(Cc2ccccc2)nc2ccccc12	i	i
COC(=O)C1(C(F)(F)F)N=C(N(C)C)OC(N(C)C)=N1	i	i
O=C(CSCc1c(Cl)cccc1Cl)NCc1ccccn1	i	i
Clc1ccc2c(N/N=C/c3ccc(Br)cc3)ccnc2c1	i	i
CN(C(=O)CCCN1C(=O)c2cccc3cccc(c23)C1=O)c1ccccc1	i	i
CC(=O)NC1=NN(C(C)=O)C(c2ccccc2)S1 (centres undefined)	i	i
Cc1csc(NS(=O)(=O)c2ccc(Cl)cc2)n1	i	i
CCc1ccc(CNC(=O)CCc2nnc(CCc3ccc(OC)cc3)o2)nc1	i	i
O=C(NCc1ccc(F)cc1)c1cnc(-c2ccccn2)nc1C(F)(F)F	i	i
COc1ccc(N(CC(=O)NCc2ccc(Cl)cc2)S(=O)(=O)c2c(C)noc2C)cc1	i	i
COc1cc(S(=O)(=O)N2CCCCC2)ccc1NC(=O)Cc1ccccc1	i	i
COc1ccc(C(=O)N2CCN(c3ccccc3OC)CC2)cc1	i	i

The closing 2 entries of the part before come first, to join the parts:
SMILES	CHT PAM	CHT inh
COc1cc(S(=O)(=O)N2CCCCC2)ccc1NC(=O)Cc1ccccc1	i	i
COc1ccc(C(=O)N2CCN(c3ccccc3OC)CC2)cc1	i	i
Cc1nc2ccccc2c2c1C(=O)N(C)C2=O	i	i
N#Cc1cnc(NCc2ccc(Cl)cc2Cl)nc1	i	i
CCc1cccc(CC)c1NC(=S)N1CCn2cccc2C1c1cccnc1 (centres undefined)	i	i
COCn1c(C(O)c2ccccc2)cc2ccccc21 (centres undefined)	i	i
NC(=O)COC(=O)c1cc(Cl)cc(Cl)c1N	i	i
CCn1c(SCC(=O)N2CCc3ccccc3C2)nc2c1c(=O)n(C)c(=O)n2C	i	i
O=C(CN1CCN(c2ccccc2)CC1)Nc1ccc(-n2cnnn2)cc1	i	i
CCn1nc(C)c(CN2CCC(C(=O)Nc3cccc(-c4cccc(F)c4)c3)CC2)c1C	i	i
O=C(O)c1cccc2c3c([nH]c12)CCCC3	i	i
COC(=O)c1sccc1NC(=O)c1ccc(Cl)s1	i	i
O=C(NCCNc1ccc([N+](=O)[O-])cc1C(F)(F)F)c1cccc(F)c1	i	i
NC(=O)c1cc2ccccc2o/c1=N/NC(=O)c1cccc(Cl)c1	i	i
CC(C)(C)C1CCC(=NNC(=O)CC(=O)NCc2ccccc2)CC1 (centres undefined)	i	i
Cc1ccc(C)c(NS(=O)(=O)c2cc(C(=O)NCCC3=CCCCC3)ccc2C)c1	i	i
O=c1[nH]c2ccccc2nc1Cc1ccc(Cl)cc1	i	i
O=C(NCN1CCN(c2ccccc2)CC1)c1cnccn1	i	i
O=C(Oc1ccc(C(=S)N2CCOCC2)cc1)c1ccc([N+](=O)[O-])cc1[N+](=O)[O-]	i	i
c1ccc(-n2ncc3c(NCCN4CCOCC4)ncnc32)cc1	i	i
Cc1cccc(C)c1NC(=O)C1c2ccccc2Oc2ccccc21	i	i
CC1CCN(S(=O)(=O)c2ccc(NC(=O)CN3CCCC(C)C3)cc2)CC1 (centres undefined)	i	i

One compound at a time (already shown):
`O=c1[nH]c2ccccc2nc1Cc1ccc(Cl)cc1` across the screens: CHT PAM: i; CHT inh: i
`N#Cc1cnc(NCc2ccc(Cl)cc2Cl)nc1` across the screens: CHT PAM: i; CHT inh: i

More results
SMILES	CHT PAM	CHT inh
Cc1cc(C(=O)COC(=O)c2ccncc2)c(C)n1Cc1ccco1	i	i
Cn1nccc1NC(=O)Nc1cccc(Cl)c1	i	i
O=C(CN1CCC(NC(=O)c2cccc(F)c2)CC1)NCc1ccccc1F	i	i
O=C(Nc1ccnn1C1CCN(CCCc2ccccc2)CC1)c1ccccc1	i	i
COc1ccc(/C(N)=N/OC(=O)c2ccc3c(c2)OCO3)cc1	i	i
CN1C(=O)C(O)(CC(=O)/C=C/c2ccco2)c2cc(Br)ccc21 (centres undefined)	i	i
CN(C)c1ccc(N2C(=O)CSC2=S)cc1	i	i
Cc1cc(C)nc(N2C(=O)CC(C(=O)O)NC2=NCCc2c[nH]c3ccccc23)n1 (centres undefined)	i	i
COc1cc(CN2CCNC(=O)C2CC(=O)NCCCN2CCOCC2)cc(OC)c1 (centres undefined)	i	i
CCOC(=O)c1sc(NS(=O)(=O)c2ccc(F)cc2)nc1C	i	i
Nc1nc(N)c2sc3nc(C(F)(F)F)cc(C(F)(F)F)c3c2n1	i	i
COc1ccc(N2C(=O)C(OC(C)=O)C2c2ccc(C)cc2)cc1 (centres undefined)	i	i
Cc1c(C(=O)OCC(=O)N2c3ccccc3CC2C)oc2ccccc12 (centres undefined)	i	i
CCC(CO)Nc1ncnc2c1cnn2-c1ccc(OC)cc1 (centres undefined)	i	i
CCN(CC(=O)NC1CCCC1)S(=O)(=O)c1ccc(Br)cc1	i	i
CC1=C(C(=O)OCC(C)C)C2(O)C(=O)c3ccccc3C2(O)N1 (centres undefined)	i	i
COCCNC(=O)C1(C)C=CC2(CCCCC2)N1C(=O)c1ccccc1 (centres undefined)	i	i
Cc1ccc(S(=O)(=O)NNC(=O)c2ccc(O)cc2)cc1	i	i
Clc1ccccc1C1SCC2Nc3ccccc3CN21 (centres undefined)	i	i
Cc1cccn2c(=O)c(C=O)c(N3CCSCC3)nc12	i	i
COc1ccc(NS(=O)(=O)c2cc(NC(=O)c3ccc(C)s3)ccc2N2CCOCC2)cc1	i	i
COc1ccc(Cc2noc(CN(C)CC3CCN(Cc4ccccc4)CC3)n2)cc1OC	i	i
Cn1cnc2cc(NCc3ccccc3Cl)ccc21	i	i
CCCn1c(SCC(=O)Nc2c(C)cccc2CC)nnc1C(C)C	i	i
Cc1ccn2cc(CCNC(=O)CC3CCCCC3)nc2c1	i	i
C[C@H](NC(=O)c1[nH]cnc1C(=O)Nc1ccc(CNC(=O)OC(C)(C)C)cc1)C(=O)OC(C)(C)C	i	i
CCn1c(SCC(=O)Nc2ccccc2N2CCCCC2)nc2c1c(=O)n(C)c(=O)n2C	i	i
CCCCCCc1ccc(N2C[C@H](Cc3ccccc3)[C@@H](CC(=O)NCc3ccc(OC)cc3)C2=O)cc1	i	i
CCOc1ccc(NC(=O)CCNS(=O)(=O)c2ccc(Br)s2)cc1	i	i
CCN(CC)C(=S)SCC(=O)Nc1nc(=O)c2ccccc2s1	i	i
CCCNC(=O)[C@@H]1CCCN1C(=O)C1CCN(S(=O)(=O)c2ccc(C)cc2)CC1	i	i
Cc1ccc(CN2CCSc3ccc(C(=O)NCc4cccnc4)cc32)cc1	6.91*	i
CCOc1ccc(CN(C)CC(=O)NNC(=O)c2ccc(Cl)cc2)cc1OC	i	i
Cc1ccc(NC(=O)c2ccccc2)cc1C	i	i
COc1ccccc1COCC(O)CNCCc1ccc(C(F)(F)F)cc1 (centres undefined)	i	i
O=C(CNC(=O)c1cccs1)OCC(=O)c1ccccc1Cl	i	i
O=C1C=C(N2CCCCC2)c2ccccc2C1=O	i	i
O=C(Nc1ccc(N2CCCC2)cc1)c1ccccc1F	i	i
CN(C)CC(O)CN(c1ccccc1)c1ccccc1 (centres undefined)	i	i
COc1ccc(OC)c(S(=O)(=O)Nc2cccnc2)c1	i	i
Cc1csc(=O)n1CC(=O)OCC(=O)N(CC(C)C)c1c(N)n(Cc2ccccc2)c(=O)[nH]c1=O	i	i
COc1ccc(CN(CC(=O)NCc2ccc(F)cc2)C(=O)CCC(=O)Nc2ccccn2)cc1	i	i
CN(c1ccccc1)c1nc(N)c([N+](=O)[O-])c(NC2CCCCC2)n1	i	i
Cc1nnc2ccc(-c3ccc(NC(=O)Cc4cccs4)cc3)nn12	i	i
Cc1nn(C(C)C(=O)O)c(=O)c2ccccc12 (centres undefined)	i	i
COC(=O)c1sccc1NC(=O)c1c(Cl)cnn1C	i	i
CCOc1cccc(N2C(=O)CC(NCc3ccc(S(N)(=O)=O)cc3)C2=O)c1 (centres undefined)	i	i
Cc1ccc(C)c(S(=O)(=O)NCC(=O)Nc2ccc3c(c2)OCO3)c1	i	i
CCOC(=O)c1c(CS(=O)(=O)c2ccccc2)n(C)c2cc(Br)c(O)c(CN(C)C)c12	i	i
O=C(/C=C/Nc1ccc([N+](=O)[O-])cc1Br)c1cccc2ccccc12	i	i
Cc1ccc(CNC(=O)C(=O)c2cn(CC(=O)N3CCOCC3)c3ccccc23)cc1	i	i
CCCOC(=O)C(C)n1cnc2scc(-c3ccc(C)cc3)c2c1=O (centres undefined)	i	i
CN(C)CCNC(=O)c1cc2sc3ccccc3c2s1	i	i
Cc1ccc(S(=O)(=O)N2CCC(=O)N(CCOC(=O)Nc3ccc(F)cc3)CC2)cc1	i	i
CC(=O)Oc1ccc2c(C)c(CC(C)O)c(=O)oc2c1 (centres undefined)	i	i
CCOC(=O)c1c(CN(C)C)n(-c2ccc(C)cc2)c2cc(Br)c(O)cc12	i	i
COc1ccc(S(=O)(=O)N2CCCC(C(=O)NCCc3ccccc3)C2)cc1 (centres undefined)	i	i
O=C(N/N=C/C=C/c1ccccc1[N+](=O)[O-])c1cc(-c2cccnc2)nc2ccccc12	i	-9.2*
CCCC(=O)NCCCc1nc2ccccc2n1C	i	i
CCOC(=O)N1CCC(N(CCN(C)C)C(=S)Nc2cccc(C)c2)CC1	i	i
Carrying on.
SMILES	CHT PAM	CHT inh
COc1cc(NC(=O)C2CC(c3ccccc3Cl)=NO2)cc(OC)c1OC (centres undefined)	i	i
O=C1COc2ccc(C(=O)CSc3ccccc3C(=O)O)cc2N1	i	i
O=C(COC(=O)c1ccc[nH]c1=O)NC1CCCC1	i	i
CC1CC1C(=O)OCC(=O)NC(=O)NC12CC3CC(CC(C3)C1)C2 (centres undefined)	i	i
O=C(NCCc1ccccc1)c1c(O)c2ccccc2[nH]c1=O	i	i
COc1ccc(NS(=O)(=O)c2ccc(C)c(C(=O)N(C)Cc3ccc(OC)cc3OC)c2)cc1	i	i
CC1=C(C(=O)Nc2ccccc2)C(c2ccco2)C(C#N)=C(SCC(=O)Nc2cccc(C)c2C)N1 (centres undefined)	i	i
CCCN1CCN(C(=O)c2ccccc2-c2nc3ccccc3s2)CC1	i	i

Copied from above (3 entries):
SMILES	CHT PAM	CHT inh
O=C1COc2ccc(C(=O)CSc3ccccc3C(=O)O)cc2N1	i	i
O=C(COC(=O)c1ccc[nH]c1=O)NC1CCCC1	i	i
CC1CC1C(=O)OCC(=O)NC(=O)NC12CC3CC(CC(C3)C1)C2 (centres undefined)	i	i

Fetched by structure from above:
SMILES	CHT PAM	CHT inh
O=C(COC(=O)c1ccc[nH]c1=O)NC1CCCC1	i	i
CCCN1CCN(C(=O)c2ccccc2-c2nc3ccccc3s2)CC1	i	i
